hcGAS lum: Primary biochemical luminescence assay for human cyclic GMP-AMP synthase inhibitors; Q8N884; recombinant h-cGAS, ATP depletion, Kinase-Glo luminescence; inhibition, % at 12.5 µM; 290,000 tested, 0.081% active;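 further: 0% = vehicle reaction and 100% = reaction without DNA for no activity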
Target sequence (Q8N884 whole entry, looked up): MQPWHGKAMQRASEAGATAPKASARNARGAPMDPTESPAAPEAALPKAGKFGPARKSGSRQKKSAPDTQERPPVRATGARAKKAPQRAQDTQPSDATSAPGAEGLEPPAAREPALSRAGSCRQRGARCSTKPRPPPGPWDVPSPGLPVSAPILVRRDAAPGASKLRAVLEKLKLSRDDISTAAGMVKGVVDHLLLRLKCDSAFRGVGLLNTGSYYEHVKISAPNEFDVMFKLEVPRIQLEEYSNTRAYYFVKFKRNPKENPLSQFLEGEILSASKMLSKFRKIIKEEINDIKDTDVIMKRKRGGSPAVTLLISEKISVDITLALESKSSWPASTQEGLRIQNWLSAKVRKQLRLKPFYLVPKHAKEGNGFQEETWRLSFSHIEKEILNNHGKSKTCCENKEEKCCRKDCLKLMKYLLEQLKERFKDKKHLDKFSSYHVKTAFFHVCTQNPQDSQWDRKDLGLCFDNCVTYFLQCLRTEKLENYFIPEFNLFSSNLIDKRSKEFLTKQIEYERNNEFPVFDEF
mcGAS inh: cyclic GMP-AMP synthase inhibitors, mouse, primary biochemical chemiluminescence; Q8C6L5; recombinant cGAS, Kinase-Glo ATP depletion luminescence; inhibition, % at 12.5 µM; 160,000 tested, 0.15% active;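 further: 0% = negative control wells and 100% = reference inhibitor with no enzyme activity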
NPYLR7 ag: agonists of mosquito NPYLR7 receptor, primary screen, cell-based, Aedes aegypti, calcium fluorescence, mosquito biting behavior; Aedes aegypti neuropeptide Y-like receptor 7 (NPYLR7); HEK293T NPYLR7/Galpha15, GCaMP6s calcium fluorescence; activation, % at 10 µM; 270,000 tested, 0.15% active; AID 1259423, 2018; in the data active means activation above about 40%;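 further: 0% = vehicle and 100% = reference agonist at the receptor; some compounds past the cut are filed as inactive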
* hit, by the source's call; / = no result given. Unless noted, no stated cut-off is given here; in the data, active means inhibition above about 40%; inactive means the rest.

SMILES	hcGAS lum	mcGAS inh	NPYLR7 ag
O=C(NCc1ccc(F)cc1)c1ccc(CSc2nnc(-c3ccncc3)n2Cc2ccccc2)cc1	-2.8	-5.1	8.6
COc1ccc(CN2CCn3nc(C(=O)NCc4ccccn4)cc3C2=O)cc1	-3.1	-6.3	21.7
Nc1[nH]n(-c2ccccc2)c(=O)c1N=Nc1cc([N+](=O)[O-])ccc1Br	-6.4	/	7.3
C=CCSc1nc2sc(C(=O)O)c(C)c2c(=O)[nH]1	-4.6	/	9.9
O=C(NC1CC(=O)N(c2ccccc2)C1)NN1CCOCC1 (centres undefined)	-4.2	-6.7	6.9
CCOC(=O)C(CC#CCN1CCCC1)C(=O)OCC	-5.5	-2.7	14.5
O=C(CCc1ccccc1)N(Cc1nccn1Cc1ccccc1Cl)CC1CC1	-10.7	-6.3	20.1
CCCNC(=O)C1(C)CCCN(Cc2ccc(Cl)cc2)C1 (centres undefined)	-2.1	-1.1	2.8
O=C(CCc1n[nH]c(=O)[nH]c1=O)N/N=C\c1ccc(F)cc1	-2.3	/	7.6
COc1ccc(-c2nnc(NC(=O)c3ccc(C(=O)c4ccccc4)cc3)s2)c(OC)c1	-0.7	-6.6	-3.7
CCOCCn1c(=NC(=O)c2cc(Cl)sc2Cl)sc2cc(S(N)(=O)=O)ccc21	-4.3	/	1.5
CC(C)NC(=O)[C@@H]1C[C@H](N)CN1C(=O)c1cccc2cnccc12	-4.5	/	-5.8
CCOC(=O)Cc1c(C)nc2ncnn2c1N1CCN(c2ccc(Cl)cc2F)CC1	-6.9	-5.0	/
OC1CCCN(c2cncc(OCC(F)(F)C(F)F)n2)C1 (centres undefined)	-9.8	/	-9.2
S=c1[nH]nc(-c2ccncc2)o1	-1.2	-5.5	5.3
Cc1cccc(N2C(=O)C(c3c(C)[nH]n(-c4ccccc4)c3=O)=C([n+]3cccc(C)c3)C2=O)c1	-10.3	-7.3	4.5
O=C(C1C[C@H]1c1ccccc1)N1CCN(c2nccc(-c3cccc(C(F)(F)F)c3)n2)CC1 (some centres undefined)	-1.5	-6.6	24.8
CC(CCc1ccco1)n1cnc(-c2ccccc2)c1C1CC1 (centres undefined)	-6.7	-8.7	-7.1
Cc1cc(C(=O)CSc2nnc3n2CCCCC3)c(C)s1	-5.4	/	-0.9
CCCc1cc(=O)[nH]c(SCCSC)n1	2.0	/	-5.3
CCC(CCC(C)C1CCC2C3CC=C4C[C@@H](OC(C)=O)CC[C@]4(C)C3CC[C@]12C)C(C)C (some centres undefined)	-6.3	/	-9.2
COC(=O)C1C2C=CC(C3CC23)C1C(=O)OCC(=O)c1ccc(OC)cc1 (centres undefined)	-2.3	/	-5.7
O=C(CSCc1ccccc1Cl)NC1C=CS(=O)(=O)C1 (centres undefined)	6.0	/	3.7
CCOC(=O)c1cc(-c2cccc(NC(=O)Cc3cccc(OC)c3)c2)n(-c2ccccc2C)n1	-4.1	-6.9	28.5
Cc1nn(Cc2ccc(F)cc2)c(=O)c2c1cnn2-c1ccccc1	-2.9	/	6.1

Entries of single compounds, looked up by structure:
`OC1CCCN(c2cncc(OCC(F)(F)C(F)F)n2)C1` (centres undefined) across the screens: hcGAS lum: -9.8; mcGAS inh: /; NPYLR7 ag: -9.2
`Cc1cccc(N2C(=O)C(c3c(C)[nH]n(-c4ccccc4)c3=O)=C([n+]3cccc(C)c3)C2=O)c1` across the screens: hcGAS lum: -10.3; mcGAS inh: -7.3; NPYLR7 ag: 4.5

(continued)
SMILES	hcGAS lum	mcGAS inh	NPYLR7 ag
CCCC(=O)OCC(O)CNC(c1nc(-c2ccc(C)c(Cl)c2)no1)C(C)C (centres undefined)	-3.3	-4.5	18.1
CCc1nc2ccc(C(=O)N3CCN(c4ccccc4)CC3)cn2c1N(C)Cc1cccs1	-4.9	-2.6	13.4
O=C1C2CC=CCC2C(=O)N1c1ccc(F)c([N+](=O)[O-])c1 (centres undefined)	4.0	1.3	-10.7
CCN(C/C=C/c1ccccc1)C(=O)c1cccc(Oc2ncccn2)c1	-7.8	/	10.4
CS(=O)(=O)CCCNC(=O)c1cc2cc(Br)cc(Br)c2o1	-3.4	0.8	-0.1
CCOC(=O)c1ccc(N2CC(C)Cn3c2nc2c3c(=O)[nH]c(=O)n2C)cc1 (centres undefined)	-6.6	-8.2	0.4
CC(C)S(=O)(=O)NC(=O)Cc1cn(C)c2ccccc12	-8.6	/	16.0
COC(=O)c1ccc(-c2noc(CN3CCC(c4ccc(F)cc4)C3)n2)cc1 (centres undefined)	-6.3	-10.4	17.1
Cc1nnc(SCC(=O)N2CCc3c([nH]c4ccccc34)C2C2CCCCC2)s1 (centres undefined)	-3.8	-7.2	17.7
CCn1nc(C)cc1C(=O)N(CCN1CCOCC1)c1nc2c(F)cc(F)cc2s1	5.3	-0.6	5.4
O=C(c1ccccc1Cl)N1CCN(c2nc(-c3ccccc3)c3cc(Cl)ccc3n2)CC1	-1.5	-6.1	-3.0
Cc1ccccc1C(=O)N(CC(N)=O)C1CCCC1	-1.5	-2.4	6.6
C=CCC1(O)CC(c2ccccc2)NC(c2ccccc2)C1CC (centres undefined)	-2.3	/	-17.8
COc1cc(OC)cc(C(=O)NCC(=O)Nc2ccc(N3CCN(C)CC3)nc2)c1	-5.4	/	6.7
CCOc1ccc(N2C(=O)CSC2c2ccc(NC(=O)COC)cc2)cc1 (centres undefined)	-2.9	-4.4	28.3
CCOC(=O)C1CCCN(C(=O)c2csc(CSc3nnc(-c4ccco4)n3-c3ccccc3OC)n2)C1 (centres undefined)	-5.1	-4.7	-4.1
Cc1ccc(C(=O)N=Nc2c(O)[nH]c3ccccc23)cc1	-2.3	-7.1	-4.5
COC(=O)N(C)Cc1cccc(N2CCN(Cc3c(Cl)ccc(Cl)c3Cl)CC2)c1	5.3	0.4	-2.8
O=C(Cn1nc(-c2ccc(F)cc2)oc1=O)Nc1ccc(Cl)cc1F	-13.4	/	-0.1
CSC(CO)C(C)Nc1cnc2ccccc2n1 (centres undefined)	-5.0	-16.3	0.0
Cc1c(S(=O)(=O)N2CCNC(C(=O)O)C2)sc2ccc(Cl)cc12 (centres undefined)	-0.2	/	-2.9
CCOc1ccccc1N1CCN(C(=O)c2cc(-c3cccc(OC)c3)n3nc(C(C)(C)C)cc3n2)CC1	-8.3	-7.3	7.8
CCC1CCCCN1Cc1nc2cc(F)ccc2n1CC (centres undefined)	-3.7	/	-1.7
O=C1CCC2(C(=O)NCCN3CCOCC3)CCCC=C2N1C1CCCC1 (centres undefined)	-9.1	-4.6	/
COCCOCC(=O)N1CCN(c2nccc(-c3cccc(C(F)(F)F)c3)n2)CC1	-7.3	-6.9	3.9
Remaining list, next part
SMILES	hcGAS lum	mcGAS inh	NPYLR7 ag
CN(C)CC(Cc1ccccc1)OCc1ccccc1 (centres undefined)	-0.1	/	5.5
O=C(NC1CCOc2c(Cl)cccc21)C1CCN(Cc2ccccc2)CC1 (centres undefined)	-6.8	/	9.0
CC(C)c1nc(Cn2ccnc2-c2cccc3cnccc23)cs1	-5.6	-9.6	3.6
Cc1noc(C(C)N(C)CC(=O)NCCc2ccc(Cl)cc2)n1 (centres undefined)	-3.2	/	14.1
CC(Oc1ccc(F)c(F)c1)C(=O)N(CC(N)=O)Cc1ccccc1 (centres undefined)	10.4	-2.7	2.2
COc1c(C(=O)N2CCC(C(N)=O)C2)sc(C)c1Br (centres undefined)	-10.1	/	1.9
C(=N/Nc1nc(N2CCOCC2)nc(N2CCOCC2)n1)/c1ccco1	-2.3	-5.7	-0.5
COc1ccc(NC(=O)CNC(=O)C2CC2(c2ccccc2)c2ccccc2)cn1 (centres undefined)	-1.4	-0.7	1.6
O=C(CNC(=O)c1ccco1)N=Nc1c(O)[nH]c2ccc([N+](=O)[O-])cc12	-8.5	-6.4	-9.8
O=c1[nH]cnc2ccc(Br)cc12	-11.7	3.1	2.2
COCCN(CC1CCCO1)C(=O)c1sc2ncn(C)c(=O)c2c1C (centres undefined)	-0.9	/	-3.0
CN(c1ccccc1)N1C(=O)c2ccccc2NC12CCN(C(=O)CC1NC(=O)NC1=O)CC2 (centres undefined)	-1.5	/	0.3
COc1cc(/C=C2\Oc3c4c(cc(C)c3C2=O)OCN(C2CC2)C4)cc(OC)c1OC	-8.3	-10.0	-5.0
Cc1ccc(C)c(OC2=NS(=O)(=O)c3ccccc32)c1	2.9	0.2	-1.2
Cc1nc2ccccc2n1CCC(=O)N1CCCC(N(C)CCc2ccccc2)C1 (centres undefined)	-7.2	-10.9	/
COc1ccccc1C(=O)Nc1cccc(N2CCC(NC(C)c3cnn(-c4ccccc4)c3)CC2)c1 (centres undefined)	-10.3	-13.4	25.8
CC1CC(=O)Nc2ccccc2N1C(=O)CN1CCCc2ccccc21 (centres undefined)	-5.4	/	2.3
CC(C)[C@H]1CC[C@H](C)C[C@@H]1OCC(=O)NCCCn1c(=O)[nH]c2ccccc21	-11.4	-4.8	-5.0
CN(C)c1ccc(NC2CC(=O)N(C3CCCCC3)C2=O)cc1 (centres undefined)	5.0	/	-1.9
Cc1cc(C)n(-c2nc3sc4c(c3c3n[nH]c(=S)n23)CC(C)(C)OC4)n1	-3.4	-4.9	0.6
CC(NC(=O)CCN1CCOCC1)c1nncn1C1CCCC1 (centres undefined)	-2.5	-3.5	/
COc1ccc(NC(=O)C2CCN(C(=O)[C@@H](Cc3ccccc3)NC(=O)Nc3cc(Cl)ccc3OC)CC2)cc1	-3.2	-6.8	25.2
Cc1ccc2c(c1)N(Cc1ccc(F)cc1)C(=O)C(C)O2 (centres undefined)	-2.8	-2.0	4.1
O=C1c2ccc(Br)cc2C(=O)N1CN1CCOCC1	-0.4	0.2	-2.6
C=C(C)CN(C)C(=O)Cc1c2c(n(Cc3ccccc3F)c1C)CCCC2=O	-6.0	/	2.3

Already shown: an excerpt of the list.
SMILES	hcGAS lum	mcGAS inh	NPYLR7 ag
CN(C)CC(Cc1ccccc1)OCc1ccccc1 (centres undefined)	-0.1	/	5.5
O=C(NC1CCOc2c(Cl)cccc21)C1CCN(Cc2ccccc2)CC1 (centres undefined)	-6.8	/	9.0

Other records follow.
SMILES	hcGAS lum	mcGAS inh	NPYLR7 ag
O=C(Nc1ccnn1C1CCN(C(=O)CCCc2ccccc2)CC1)c1cccc(F)c1	-2.1	-8.0	14.9
COC(=O)c1cc(CN2CCCN(c3ccnc(C)c3)CC2)cs1	-3.5	/	4.1
O=C(c1cccc(C(F)(F)F)c1)N1CCC2(CC1)SCCN2C(=O)C1CCCC1	-7.6	-5.8	4.4
CCN1CC(C(=O)NC(c2ccc(Cl)cc2)C(C)C)CC1=O (centres undefined)	-8.8	/	8.9
Cc1ccsc1CN(C(=O)c1ccccc1-c1nn[nH]n1)C1CC1	-0.1	2.2	2.9
Cn1c(=O)c2c(nc(CN3CCc4ccccc4C3)n2Cc2cccc(Cl)c2)n(C)c1=O	-4.6	-8.6	6.2
O=C(O)CSc1nnc(-c2ccn[nH]2)n1-c1ccccc1Cl	-8.9	/	-0.7
CCN(c1cccnc1)S(=O)(=O)c1cc(Cl)sc1Cl	-7.2	-15.4	-0.7
COc1cc(-c2nccn2CCc2cccs2)cc2c1OCO2	-3.8	/	-3.9
O=C(NCc1nnc(SCC(=O)N2CCCc3ccccc32)n1-c1ccccc1)c1cc(Br)ccc1Cl	0.1	/	-2.8
O=C1CC(Nc2ccc(N3CCCCC3)cc2)C(=O)N1Cc1ccccc1 (centres undefined)	-0.1	/	2.4
Cc1ccc2nc(C)n(C3CCN(C(=O)Cc4ccccc4F)CC3)c2c1	-1.7	1.7	/
c1cncc(COC2CCCN(Cc3cccc(Cn4cccn4)c3)C2)c1 (centres undefined)	-5.9	-11.6	1.4
COCCCN(CC(=O)N(CCc1c[nH]c2ccccc12)Cc1ccc(F)cc1)C(=O)c1cc(OC)cc(OC)c1	-6.2	-6.3	18.2
Cc1ccc(C)n1-c1nc(CC(=O)NCc2ccc3c(c2)CCCN3C)cs1	-10.4	/	0.5
COCC1(C(=O)NC(C)c2cnn(-c3ccccc3F)c2)CCC1 (centres undefined)	0.4	-10.9	11.6
CC(C)c1ccc(S(=O)(=O)NCC2CCCO2)cc1 (centres undefined)	-8.3	/	-6.9
COCCN(CC(=O)Nc1cc(-c2ccccc2)nn1-c1ccccc1)C(=O)CC(C)CC(C)(C)C (centres undefined)	-0.6	2.0	/
O=C(Nc1cccc(C2SCCCS2)c1)c1ccc(N2CCCCC2=O)cc1	-11.5	-16.5	4.6
O=C(c1cc2ccccc2s1)N1CCN(c2nc3nccc(-c4cc(Cl)ccc4Cl)n3n2)CC1	-3.8	-4.9	4.8
COc1cc(C)ccc1-n1c(CCC(=O)NCCC#N)cc2c1-c1ccccc1OC2	-10.7	-13.0	2.8
Cc1ccc(-n2ccc3nc(N4CCOCC4)ncc3c2=O)cc1C	-0.7	/	8.3
CCCCN(CC)C(=O)c1cc2c(=O)n3cccc(C)c3nc2s1	-3.7	/	3.8
CCOC(=O)Cn1nc(C(F)(F)F)c(Cl)c1C	-14.3	/	0.7
COc1cccc(C(=O)N2CCN(c3nc(C)nc(C)c3Cc3cc(C)ccc3C)CC2)c1	11.2	-0.7	-0.4
C#CCNC(=O)c1cnc2c(-c3ccc(C(C)C)cc3)cnn2c1C	4.2	-3.1	11.8
CCn1cc(C(=O)N2CCc3c([nH]c4ccccc34)C2c2cccc(C(F)(F)F)c2)cn1 (centres undefined)	-6.8	-10.1	17.6
CCCCCCC1(C)SC(NC(C)=O)=NN1C(C)=O (centres undefined)	2.3	-3.0	-3.8
NC(=O)C1(CNC(=O)CC(c2ccccc2)C(F)(F)F)CCCC1 (centres undefined)	-5.2	-18.0	2.0

Source: PubChem
